High-throughput results (PubChem)
TbPYK inhibitor = T. brucei pyruvate kinase inhibition; Q57TT1; TbPYK enzyme, Kinase-Glo Plus ATP luminescence, 45 min; Potency, µM (series often up to 76.8 µM), for the others: at the top dose activity, negative = inhibition, usual class: inhibitors; hit rate 0.12% among 410,000; AID 624173; note: potency is the fitted concentration of half-maximal effect; % is set by controls: 0 for no effect and ±100 for the full control effect; nearly all actives have a fitted effect of over 50% in size
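TbPYK + substrate in 50 mM TEA pH 7.2, 100 mM KCl, 10 mM MgCl2, 0.05% BSA, 0.01% Tween-20; cpd pinned; ADP 130 uM final; 45 min RT; Kinase-Glo Plus 10 min; luminescence endpoint.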
AMA1-RON2 inh = disrupts binding of P. falciparum AMA1 to RON2 | hit rate 0.2% among 360,000 | AlphaScreen AMA1-biotinylated RON2 peptide binding | Potency, µM (series often up to 58.2 µM), inactives show at the top dose activity change, negative = inhibition, most hits filed as inhibitors;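 note: potency is the fitted concentration of half-maximal effect; 0% = vehicle wells and -100% = peptide control; nearly all actives have a fitted effect of over 45% in size; some results filed as inactive show a strong effect at the top dose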
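AMA1 (3D7) with his tag at 25 nM final met compounds first, then biotinylated RON2 peptide at 25 nM; detection used donor plus acceptor beads, 10 µg/mL apiece, read by AlphaScreen after 30 min at room temperature.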
Cycloheximide cs = counter-screen for Shiga toxin inhibitors: cycloheximide protein synthesis inhibition; hit rate 12% among 300,000; cell reporter, cycloheximide protein synthesis inhibition counterscreen; max response, %; AID 2314; in the data active = max response mostly above about 13%, no sharp cut-off; inactive = mostly below about 14%; note: read at 38.3 µM for the half of the compounds with a filed dose; 0% is about no effect
Shiga inhibitor = blocks Shiga toxin action in Vero cells; Vero cells, Shiga toxin protein synthesis inhibition reporter; inhibition, % at 38.7 µM; hit rate 9.2% among 290,000; AID 2315; in the data active = inhibition mostly above about 28%, no sharp cut-off; inactive = mostly below about 43%; note: 0% is about no effect
Pf growth 96h = P. falciparum growth inhibition at 96 hours. Potency, µM (highest dose often 28.7 µM), for the others: at the highest dose activity change, negative = inhibition, actives largely listed as inhibitors. hit rate 6.9% among 320,000. AID 504834. P. falciparum luciferase reporter growth, 96 h; note: potency is the fitted concentration of half-maximal effect; % is set by controls: 0 for no effect and ±100 for the full control effect
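96 h incubation, 37 C, 5% CO2, of luciferase-reporter P. falciparum-infected RBCs (2% hematocrit, 0.05% parasitemia final) with test compounds; endpoint luminescence.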
LmPK inh = blocks Leishmania mexicana pyruvate kinase activity; Q27686; Potency, µM (top dose mostly 57.5 µM), without a hit: at the top dose activity change, negative = inhibition, hits mostly inhibitors; purified LmPK, Kinase-Glo ATP luminescence, 1 h; hit rate 0.37% among 290,000; note: potency is the fitted concentration of half-maximal effect; % is set by controls: 0 for no effect and ±100 for the full control effect
Target sequence (Q27686 whole entry, looked up): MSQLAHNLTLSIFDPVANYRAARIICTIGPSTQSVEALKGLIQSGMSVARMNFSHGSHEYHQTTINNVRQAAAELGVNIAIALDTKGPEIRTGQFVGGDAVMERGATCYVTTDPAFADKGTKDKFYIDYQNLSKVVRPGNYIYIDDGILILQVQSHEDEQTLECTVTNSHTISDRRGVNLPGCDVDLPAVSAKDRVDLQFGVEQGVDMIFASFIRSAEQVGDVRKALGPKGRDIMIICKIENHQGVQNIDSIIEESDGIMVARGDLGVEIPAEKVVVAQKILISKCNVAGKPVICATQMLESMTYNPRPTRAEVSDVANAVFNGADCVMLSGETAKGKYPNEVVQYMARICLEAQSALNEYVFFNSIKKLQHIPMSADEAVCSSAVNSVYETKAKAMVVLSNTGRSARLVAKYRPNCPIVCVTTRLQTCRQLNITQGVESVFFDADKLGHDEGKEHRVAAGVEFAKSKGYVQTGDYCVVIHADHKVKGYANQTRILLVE
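In 50 mM imidazole pH 7.2 with 7 mM MgCl2, LmPK (0.1 nM) turned over PEP (0.5 mM) and ADP (0.1 mM) for 1 h at room temperature. Luciferase read-out of ATP.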
Pf growth 48h = P. falciparum growth inhibition at 48 hours (one generation). P. falciparum luciferase growth in erythrocytes, 48 h. Potency, µM (series often up to 28.7 µM), for inactives: at the highest dose activity change, negative = inhibition, hits mostly inhibitors. hit rate 5.9% among 310,000; note: potency is the fitted concentration of half-maximal effect; % is set by controls: 0 for no effect and ±100 for the full control effect
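A one-generation exposure of luciferase-tagged malaria parasites in RPMI 1640/Albumax erythrocyte culture, 37 C and 5% CO2. Inhibition is inferred from decreased luminescence after adding detection reagent.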
Numbers without * were called inactive; u = inconclusive; x = no result given; [ ] = remark or other dose. Unless noted, calls come from the whole dose curve; as a rule, active = well fitted curve in the direction sought with a large enough effect; inconclusive = small, poorly fitted or top-dose-only effect, or another doubt; inactive = no such curve, though single readings can be large; an effect the other way counts as inactive or inconclusive.

No.	SMILES	LmPK inh	Pf growth 96h	Pf growth 48h	AMA1-RON2 inh	Cycloheximide cs	Shiga inhibitor	TbPYK inhibitor
1	CCOc1ccc(CCNC(=O)C2CCN(S(=O)(=O)N3CCC(C)CC3)CC2)cc1OCC	0%	7%	-12%	-9%	-6	-15	2%
2	O=C(NCCN1CCCCCC1)c1ccc(CS(=O)(=O)c2ccc(Br)cc2)o1	-7%	-6%	u	-12%	16	13	-4%
3	Nn1c(SCC(=O)NC(=O)NCc2ccco2)nnc1-c1ccc(OC(F)F)cc1	5%	x	5%	-10%	-2	-17	-5%
4	CC(C)CNC(=O)c1nc(-c2ccccc2)n(-c2ccccc2)n1	-4%	-18%	-33%	3%	-3	-13	-3%
5	CCc1c(C)sc(NC(=O)c2cnn3cccnc23)c1C#N	2%	-9%	18%	-7%	1	18	-4%
6	COc1ccccc1OC1OC2COC(c3ccco3)OC2C(O)C1NC(C)=O (centres undefined)	-3%	8%	2%	27%	-5	-13	3%
7	COc1cccc(CN2CCC(C(=O)N3CCN(c4ccccc4F)CC3)CC2)c1	-5%	u	21%	-15%	-1	18	5%
8	Cc1ccc(S(=O)(=O)N2CCCC(C(=O)NCCCN3CCCCC3C)C2)cc1 (centres undefined)	-1%	u	-3%	-26%	-2	-9	12%
9	CCNC(=O)NC(=O)COC(=O)c1cccc(S(=O)(=O)N2CC3(C)CC2CC(C)(C)C3)c1 (centres undefined)	x	0%	-5%	-12%	x	x	17%
10	Cc1ccc(C(=O)COc2ccc3ccc(=O)oc3c2)cc1	4%	11%	6%	-2%	-4	-4	4%
11	O=C(COC(=O)/C=C/c1ccc(F)cc1)NCc1ccco1	-2%	21%	-9%	-9%	9	-21	-3%
12	O=C(CCc1nnc(CCCc2ccccc2)o1)NC(C1CC1)C1CC1	-18%	24%	24%	23%	33*	55*	2%
13	Cc1ccc(S(=O)(=O)c2nc(S(C)(=O)=O)sc2N2CCN(C)CC2)cc1	2%	u	-26%	-3%	0	7	-3%
14	O=C(CCl)Nc1c2c(nn1-c1ccccc1)CSC2	0%	2.9µM*	4.1µM*	-1%	4	-3	-17%
15	Cn1ccnc1C(=O)c1cccc([N+](=O)[O-])c1	3%	25%	9%	6%	-1	2	2%
16	O=C(c1ccc(F)cc1)N1CCC(C(=O)N2CCN(S(=O)(=O)c3cccc(Cl)c3)CC2)CC1	x	u	u	3%	x	x	2%
17	CC(=O)Nc1ccc(S(=O)(=O)N2CCN(Cc3cccs3)CC2)cc1	0%	-15%	11%	-22%	-2	2	11%
18	COc1ccc(C2/C=C\CN(S(=O)(=O)c3ccc(C)cc3)CC(=O)N2Cc2cccc(F)c2)cc1 (centres undefined)	x	x	x	0%	2	-6	2%
19	CCc1ccc(NC(=O)CSc2nc(-c3ccc(C)cc3)nc3c2Cc2c(CO)cnc(C)c2O3)cc1	x	-6%	3%	x	x	x	2%
20	CC(C)CCOc1ccccc1C(N)=O	2%	32%[activator][5.75 µM]	14%	-1%	4	-6	7%
21	COCC(=O)N1CCC(Oc2ccc(C(=O)NCc3cc(C)n(C)n3)cc2)CC1	-12%	u	6%	5%	2	18	5%
22	CC(C)CNC(=O)/C=C/C=C/CCCC/C=C/c1ccc2c(c1)OCO2	x	u	u	10%	x	x	-4%
23	O=C(Cn1nc(-c2ccc(Cl)cc2)c2ccccc2c1=O)NCC1CCCO1 (centres undefined)	-9%	x	24%	2%	-1	-24	-17%
24	COc1ccc2c(C(=O)CN3CC(C)OC(C)C3)c[nH]c2c1 (centres undefined)	-4%	x	12%	-2%	12	42	-10%
25	CC1CCN(CCCNC(=O)c2ccc(N3CCCC3=O)cc2)CC1	1%	26%	21%	-8%	1	-12	-8%
26	CCCNC(=O)c1onc(CSc2nc3ccccc3[nH]2)c1C(=O)NCCC	-3%	u	u	1%	2	-3	-13%
27	O=C(CCNC(=O)c1ccc([N+](=O)[O-])cc1)NC1CCCc2ccccc21 (centres undefined)	x	u	-7%	0%	x	x	-2%
28	O=C(C[n+]1cccc2ccccc21)c1ccc([N+](=O)[O-])cc1	7%	u	u	8%	4	-4	u
29	CC1(C)Cc2c(cnn2-c2ccc(F)cc2)C(NC(=O)C2CCC2)C1 (centres undefined)	3%	u	u	-6%	12	17	0%
30	Cc1ccc(CNC(=O)CN(C(=O)C2(C)CC(=O)N=C3C=CC=CN32)c2cc(C)ccc2C)cc1 (centres undefined)	3%	-13%	-3%	-17%	-7	-6	-6%

One compound at a time (already shown). Values in the order: LmPK inh	Pf growth 96h	Pf growth 48h	AMA1-RON2 inh	Cycloheximide cs	Shiga inhibitor	TbPYK inhibitor
CC1CCN(CCCNC(=O)c2ccc(N3CCCC3=O)cc2)CC1 is entered as 1%	26%	21%	-8%	1	-12	-8%
CCc1c(C)sc(NC(=O)c2cnn3cccnc23)c1C#N is entered as 2%	-9%	18%	-7%	1	18	-4%
Cc1ccc(C(=O)COc2ccc3ccc(=O)oc3c2)cc1 is entered as 4%	11%	6%	-2%	-4	-4	4%
O=C(c1ccc(F)cc1)N1CCC(C(=O)N2CCN(S(=O)(=O)c3cccc(Cl)c3)CC2)CC1 is entered as x	u	u	3%	x	x	2%

Returning to the listing, repeating the 2 entries before the break.
No.	SMILES	LmPK inh	Pf growth 96h	Pf growth 48h	AMA1-RON2 inh	Cycloheximide cs	Shiga inhibitor	TbPYK inhibitor
29	CC1(C)Cc2c(cnn2-c2ccc(F)cc2)C(NC(=O)C2CCC2)C1 (centres undefined)	3%	u	u	-6%	12	17	0%
30	Cc1ccc(CNC(=O)CN(C(=O)C2(C)CC(=O)N=C3C=CC=CN32)c2cc(C)ccc2C)cc1 (centres undefined)	3%	-13%	-3%	-17%	-7	-6	-6%
31	Cc1ccc(C)c(NC(=O)CN(C)C(=O)C2CCCC2)c1	x	22%	31%[activator]	6%	x	x	1%
32	CCCc1nc2oc3cc(OC)ccc3c(=O)c2c(=O)n1CCc1ccccc1	0%	0%	u	-24%	1	-5	-3%
33	COC(=O)c1ccccc1OS(=O)(=O)N(C)C	-2%	-7%	26%	-23%	0	-4	2%
34	COc1cccc(N2CC(C(=O)NC3CCCCC3)CC2=O)c1 (centres undefined)	5%	x	8%	11%	-1	-10	-4%
35	CCCCCCCSc1nsc(N)n1	-1%	-13%	8%	6%	3	65*	-15%
36	CCC(=O)Nc1c(C(=O)N2CCN(c3ccccn3)CC2)cnn1-c1ccc(Cl)cc1	0%	-3%	-3%	21%	-5	-14	1%
37	CC(CCc1ccccc1)NC(=O)c1ccc(Br)cc1 (centres undefined)	-6%	u	61%[activator]	4%	12	23	1%
38	COc1ccc(O)c(/C=N/NC(=O)CCC(=O)Nc2ccc(F)cc2)c1	-1%	45%[activator]	-13%	96%[activator]	1	-4	1%
39	CCC(C)n1c(=O)c2sccc2n2c(CCCC(=O)N3CCC(C(N)=O)CC3)nnc12 (centres undefined)	1%	0%	47%[activator]	0%	-4	-8	5%
40	CC(C)C1CC(CCN)(c2ccccc2)CCO1 (centres undefined)	-3%	-16%	u	-14%	-1	-18	5%
41	CC(C)CC1(C)NC(=O)N(CC(=O)NC(=O)Nc2ccc3c(c2)OCCO3)C1=O (centres undefined)	7%	u	-25%	-1%	58*	48*	-2%
42	CC(=O)c1cccc(NC(=O)COC(=O)c2ccc3c(c2)OCO3)c1	x	10%	24%	3%	x	x	1%
43	COc1ccc2[nH]c(C(=O)NCCN3CCCCC3)cc2c1	4%	7%	6%	-24%	-2	-15	-20%
44	Cn1cc(C(=O)OCC(=O)N2CCCCC2)c2ccccc21	x	85%[activator]	82%[activator]	-2%	x	x	-4%
45	O=C(O)C1C2C=CC(O2)C1C(=O)NCc1ccccc1Br (centres undefined)	1%	x	2%	1%	-3	-26	-4%
46	O=C(NCC(=O)N1CCCCC1)c1ccc2ccccc2c1	-5%	40%[activator]	54%[activator]	4%	34*	34	1%
47	O=C(c1cccc2ccccc12)C1CCCN(C(=O)CCCn2cncn2)C1 (centres undefined)	-8%	0%	-6%	3%	10	12	2%
48	Cc1ccc(NS(=O)(=O)c2cc([N+](=O)[O-])ccc2NNC(=S)Nc2cc(C)ccc2C)c(C)c1	-18%	9.3µM*	15µM*	20%	5	-13	-15%
49	CCOC(=O)c1cccc(NC(=O)CSc2nnnn2C)c1	-2%	u	-16%	7%	-3	6	1%
50	CCc1nc(C)ccc1OC(=O)C12CC3CC(CC(C3)C1)C2	1%	0.59µM*	-12%	-27%	-2	2	-10%
51	CC1CC(C)CN(C(=O)CCS(=O)(=O)c2ccc3c(c2)NC(=O)CS3)C1 (centres undefined)	4%	u	4%	4%	1	-2	8%
52	CCC(C(=O)NC(C)(C)C)N(Cc1ccccc1Cl)C(=O)c1snc(C(N)=O)c1N (centres undefined)	6%	-8%	u	6%	-1	x	4%
53	OCCN1CCN(C(=S)Nc2ccccc2)CC1	2%	8%	-36%	-9%	-1	-8	1%
54	CCc1nc2ccc(C(=O)NCCc3ccco3)cc2nc1CC	4%	u	86%[activator]	4%	45*	65*	-6%
55	C=CCNC(=O)c1ccc(N(C)S(=O)(=O)c2ccc(OC)cc2)cc1	12%	u	x	1%	-3	-7	-6%
56	O=C(Oc1cccc2c(OC(=O)N3CCCC3)cccc12)N1CCCC1	6%	-14%	18%	-5%	4	10	4%
57	CCCC1CC(C)(C(=O)Cn2[nH]c(=O)ccc2=O)OC1=O (centres undefined)	-9%	31%[activator]	-4%	2%	0	-8	-2%
58	O=S(=O)(c1ccccc1)N1N=C(c2ccc(Br)cc2)CC1c1ccco1 (centres undefined)	-3%	u	u	-6%	12	19	u
59	CN(C)C(=O)OCc1c(-c2ccccc2)ncc2ccccc12	x	u	0%	6%	x	x	1%
60	CC(=O)Oc1ccc(C(=O)Nc2cccc(C(=O)Nc3ccccc3C(=O)O)c2)cc1	0%	12%	10%	-4%	1	3	3%
61	COc1ccc(OC)c(S(=O)(=O)NCc2cn3cccc(C)c3n2)c1	0%	128%[activator]	-13%	-3%	0	-3	-7%
62	CS(=O)(=O)N(CC(=O)NCc1ccc2c(c1)OCO2)c1cccc(Cl)c1	5%	u	5%	-1%	-2	16	-8%
63	COc1ccc(O)c(C(=O)c2coc(=N)c(C(=O)Nc3ccc(SC(F)F)cc3)c2)c1	-3%[11.5 µM]	2.3µM*	u	-23%	20	5	-7%
64	COC(=O)c1c(NC(=O)CS(=O)(=O)c2ccc(C)cc2)sc2c1CCCCC2	x	x	x	x	-2	16	2%
65	Cc1ccc(C(C(=O)NC2CCCC2)N2CCCC(C)C2)cc1 (centres undefined)	6%	u	8%	-3%	-3	1	1%
66	CC(C)c1ccc2nc3sc(C(=O)N4CCc5ccccc5C4)c(N)c3cc2c1	1%	68%[activator]	6%	26%	24*	118	0%
67	CCCn1c(NCc2cc(OC)ccc2OC)nc2ccccc21	6%	x	u	7%	27*	53	3%
68	COc1cccc(CN2CC(C(=O)N(C)Cc3nc(C)cs3)CCC2=O)c1 (centres undefined)	-10%	-8%	0%	-1%	-4	-3	-4%
69	CCOc1ccc(C(=O)Nc2c3c(nn2-c2ccc(F)cc2)CS(=O)C3)cc1 (centres undefined)	2%	19%	x	-6%	-4	-5	-5%
